Screens (PubChem BioAssay)
U2OS ROS induce – inducers of reactive oxygen species in cancer cells. U2OS ROS induction, H2DCF-DA fluorescence. ROS induction (% of piperlongumine), % at 10 µM. 46,000 tested, 2% active; in the data active means ROS induction above about 79%, passing the limit was not always enough;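 further: 0% = DMSO vehicle median and 100% = reference compound median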
Starred values were filed as active, the others as inactive. Some of the compounds tested. The share of hits here may be higher or lower than overall.

SMILES	U2OS ROS induce
C[C@@H]1CN([C@H](C)CO)C(=O)Cc2cc(NC(=O)CCC(F)(F)F)ccc2O[C@H]1CN(C)Cc1ccc(C(F)(F)F)cc1	9
Cc1cc(C(=O)Nc2cccc3c2O[C@@H](CN(C)C)[C@@H](C)CN([C@@H](C)CO)C3=O)n(C)n1	-12
Cc1noc(C)c1NC(=O)N(C)C[C@H]1Oc2ccc(NC(=O)Cc3cn(C)c4ccccc34)cc2CC(=O)N([C@@H](C)CO)C[C@@H]1C	-2
CCOC(=O)C(N)Cc1ccccc1 (stereo unspecified)	-3
C[C@H]1CN([C@@H](C)CO)C(=O)c2cccc(NC(=O)c3cnccn3)c2O[C@H]1CN(C)Cc1ccc(Oc2ccccc2)cc1	16
Cc1noc(C)c1NC(=O)N(C)C[C@H]1Oc2ccc(NC(=O)NC3CCCCC3)cc2C(=O)N([C@@H](C)CO)C[C@@H]1C	-3
COc1cccc(CNc2nc3nc(C)c(Cc4ccccc4)c(=O)n3[nH]2)c1	4
CC(=O)C(C#N)C(=O)Nc1cc(Br)ccc1Br (stereo unspecified)	3
C[C@H]1CN([C@@H](C)CO)C(=O)Cc2cc(NS(=O)(=O)c3cn(C)cn3)ccc2O[C@H]1CN(C)S(=O)(=O)c1ccccc1	-10
Cc1ccc(S(=O)(=O)Nc2cccc3c2O[C@@H](CN(C)Cc2ccncc2)[C@@H](C)CN([C@@H](C)CO)C3=O)cc1	-3
C[C@H]1CN([C@@H](C)CO)C(=O)c2cc(NS(=O)(=O)c3ccc(F)cc3)ccc2O[C@@H]1CN(C)C(=O)Nc1cccc2ccccc12	-9
CCOc1ccc(NC(=O)C2CC(=O)n3c(nc4ccccc43)N2)cc1 (stereo unspecified)	10
Cc1cc(/N=C\N(C)C)n2c(nc3ccccc32)c1C#N	48
C[C@H]1CN([C@@H](C)CO)C(=O)CCCn2cc(nn2)CO[C@H]1CN(C)Cc1cccnc1	9
O=C(CSc1nnc(C23CC4CC(CC(C4)C2)C3)o1)Nc1ccc(N2CCOCC2)c(Cl)c1	-6
C[C@H](CO)N1C[C@H](C)[C@@H](CN(C)C(=O)Nc2ccc(F)cc2)Oc2ccc(NC(=O)C3CC3)cc2C1=O	-1
COc1ccc(NC(=O)Nc2ccc3c(c2)C(=O)N([C@@H](C)CO)C[C@@H](C)[C@H](CN(C)C(=O)Nc2ccc(F)cc2)O3)cc1	-7
COc1ccc(NC(=O)Nc2cccc3c2O[C@@H](CN(C)Cc2ccc(C(=O)O)cc2)[C@H](C)CN([C@@H](C)CO)C3=O)cc1	-7
Cc1ccc(S(=O)(=O)N(C)C[C@H]2Oc3ccc(NC(=O)CCN4CCOCC4)cc3CC(=O)N([C@@H](C)CO)C[C@H]2C)cc1	-4
O=C(O)c1oc(C(=O)O)c(OCc2ccccc2)c1OCc1ccccc1	62
Cc1ccc(S(=O)(=O)Nc2cccc3c2O[C@H](CN(C)Cc2ccc(C(F)(F)F)cc2)[C@H](C)CN([C@H](C)CO)C3=O)cc1	15
C[C@H]1CN([C@@H](C)CO)C(=O)c2cc(NC(=O)Cc3ccccc3)ccc2O[C@H]1CN(C)C(=O)Nc1ccc(F)cc1	1
C[C@H](CO)N1C[C@H](C)[C@@H](CN(C)S(=O)(=O)c2ccccc2)Oc2ccc(NC(=O)Cc3ccccc3)cc2C1=O	3
C[C@H]1CN([C@@H](C)CO)C(=O)c2cc(NC(=O)Nc3ccc(C(F)(F)F)cc3)ccc2O[C@@H]1CN(C)S(=O)(=O)c1ccc(Cl)cc1	8
NC(=O)CSc1cn(CC(=O)N2CCOCC2)c2ccccc12	-15
COc1ccc(S(=O)(=O)Nc2ccc3c(c2)CC(=O)N([C@@H](C)CO)C[C@H](C)[C@H](CN(C)C(=O)NC(C)C)O3)cc1	13
O=C(Cn1c(=O)oc2ccccc21)Nc1ccc(S(=O)(=O)N2CCCC2)cc1	-4
C[C@@H]1CN([C@H](C)CO)C(=O)c2cc(NC(=O)Cc3ccccc3)ccc2O[C@@H]1CN(C)S(=O)(=O)c1ccc(F)cc1	7
Cc1ccc(S(=O)(=O)N(C)C[C@H]2Oc3ccc(NS(C)(=O)=O)cc3CC(=O)N([C@@H](C)CO)C[C@@H]2C)cc1	12
C=CCOC(=O)[C@H]1[C@@H]2C(=O)O[C@@H](c3ccccc3)[C@@H](c3ccccc3)N2[C@@H](c2ccc(OCCOC(=O)[C@@H]3C[C@@H]4C(=O)N[C@@H](Cc5ccccc5)C(=O)N4[C@@H]3c3cccc(OCCO)c3)cc2)[C@]12C(=O)Nc1ccc(I)cc12	-2
C[C@H](CO)N1C[C@H](C)[C@H](CN(C)C(=O)NC2CCCCC2)Oc2c(NS(=O)(=O)c3cn(C)cn3)cccc2C1=O	-8
COc1ccc(S(=O)(=O)Nc2cccc3c2O[C@@H](CN(C)S(=O)(=O)c2ccc(Cl)cc2)[C@H](C)CN([C@@H](C)CO)C3=O)cc1	20
COC(=O)c1sccc1NC(=O)Cc1noc2ccc(C)cc12	-3
C[C@@H]1CN([C@@H](C)CO)C(=O)Cc2cc(NC(=O)Nc3ccc(C(F)(F)F)cc3)ccc2O[C@@H]1CN(C)Cc1ccc(Cl)c(Cl)c1	6
O=C(COc1ccc([N+](=O)[O-])cc1)Nc1cc(Cl)ccc1O	6
Cc1noc(C)c1NC(=O)N(C)C[C@@H]1Oc2c(NC(=O)Nc3ccc4c(c3)OCO4)cccc2C(=O)N([C@H](C)CO)C[C@@H]1C	-5
Cc1noc(C)c1S(=O)(=O)Nc1cccc2c1O[C@H](CN(C)Cc1ccc(Oc3ccccc3)cc1)[C@H](C)CN([C@H](C)CO)C2=O	61
Cc1noc(C)c1S(=O)(=O)Nc1ccc2c(c1)CC(=O)N([C@H](C)CO)C[C@@H](C)[C@H](CN(C)C)O2	0
C[C@H](CO)N1C[C@H](C)[C@H](CN(C)Cc2ccccc2C(F)(F)F)OCc2cnnn2CCCC1=O	9
CC(C)NC(=O)N(C)C[C@@H]1Oc2c(NS(=O)(=O)c3cn(C)cn3)cccc2C(=O)N([C@@H](C)CO)C[C@H]1C	-7
Cc1cccc(NC(=O)CNS(=O)(=O)c2ccc(Br)cc2)c1C	2
C[C@@H]1CN([C@H](C)CO)C(=O)c2cc(NC(=O)Nc3ccc(F)cc3)ccc2O[C@@H]1CN(C)C(=O)Nc1ccccc1	-3
C[C@H]1CN([C@@H](C)CO)C(=O)c2cc(NC(=O)Nc3ccc(F)cc3)ccc2O[C@@H]1CN(C)S(C)(=O)=O	-11
C[C@]12C[C@H](O)C3C(CC[C@@H]4C[C@H](O)CC[C@]34C)C1CC[C@@H]2C(=O)CO (stereo partly specified)	4
N#CCCn1c2c(ccc1=O)CCCC2	1

Some of the entries so far, as a markdown table:
| structure | U2OS ROS induce |
| --- | --- |
| C[C@@H]1CN([C@@H](C)CO)C(=O)Cc2cc(NC(=O)Nc3ccc(C(F)(F)F)cc3)ccc2O[C@@H]1CN(C)Cc1ccc(Cl)c(Cl)c1 | 6 |
| O=C(COc1ccc([N+](=O)[O-])cc1)Nc1cc(Cl)ccc1O | 6 |
| Cc1noc(C)c1NC(=O)N(C)C[C@@H]1Oc2c(NC(=O)Nc3ccc4c(c3)OCO4)cccc2C(=O)N([C@H](C)CO)C[C@@H]1C | -5 |
| Cc1noc(C)c1S(=O)(=O)Nc1cccc2c1O[C@H](CN(C)Cc1ccc(Oc3ccccc3)cc1)[C@H](C)CN([C@H](C)CO)C2=O | 61 |
| Cc1noc(C)c1S(=O)(=O)Nc1ccc2c(c1)CC(=O)N([C@H](C)CO)C[C@@H](C)[C@H](CN(C)C)O2 | 0 |
| C[C@H](CO)N1C[C@H](C)[C@H](CN(C)Cc2ccccc2C(F)(F)F)OCc2cnnn2CCCC1=O | 9 |
| CC(C)NC(=O)N(C)C[C@@H]1Oc2c(NS(=O)(=O)c3cn(C)cn3)cccc2C(=O)N([C@@H](C)CO)C[C@H]1C | -7 |
| Cc1cccc(NC(=O)CNS(=O)(=O)c2ccc(Br)cc2)c1C | 2 |
| C[C@@H]1CN([C@H](C)CO)C(=O)c2cc(NC(=O)Nc3ccc(F)cc3)ccc2O[C@@H]1CN(C)C(=O)Nc1ccccc1 | -3 |
| C[C@H]1CN([C@@H](C)CO)C(=O)c2cc(NC(=O)Nc3ccc(F)cc3)ccc2O[C@@H]1CN(C)S(C)(=O)=O | -11 |
| C[C@]12C[C@H](O)C3C(CC[C@@H]4C[C@H](O)CC[C@]34C)C1CC[C@@H]2C(=O)CO (stereo partly specified) | 4 |
| N#CCCn1c2c(ccc1=O)CCCC2 | 1 |

The results go on:
SMILES	U2OS ROS induce
COc1ccc(NC(=O)N(C)C[C@H]2Oc3ccc(NC(=O)Cc4cn(C)c5ccccc45)cc3CC(=O)N([C@@H](C)CO)C[C@H]2C)cc1	-1
COc1ccc(S(=O)(=O)Nc2cccc3c2O[C@H](CN(C)C(=O)Nc2ccc4c(c2)OCO4)[C@@H](C)CN([C@H](C)CO)C3=O)cc1	71
Cc1noc(C)c1NC(=O)N(C)C[C@@H]1Oc2c(NC(=O)c3ccncc3)cccc2C(=O)N([C@@H](C)CO)C[C@@H]1C	-6
Cn1c(NCCCO)nc2ccccc21	0
CN1C(=O)C(Cc2ccccc2)(c2ccccc2)c2ccccc21 (stereo unspecified)	-7
CC(C)=CCC[C@H](C)C/C=N/NC(=O)CCCCCC(=O)O	4
CC[C@H](C)/C=C(C)/C=C/C(=O)Cc1cc(O)c(C)c(O)c1C=O	5
C[C@@H]1CN([C@@H](C)CO)C(=O)c2cccc(N(C)C)c2O[C@@H]1CN(C)C(=O)Nc1ccc2c(c1)OCO2	66
CCOc1ccc(OCC(=O)Nc2ccc(C)cc2[N+](=O)[O-])cc1	13
CC(C)NC(=O)Nc1ccc2c(c1)CC(=O)N([C@H](C)CO)C[C@H](C)[C@H](CN(C)C(=O)Nc1cccc3ccccc13)O2	-9
FC(F)(F)c1n[nH]c(=S)n1/N=C/c1c[nH]c2ccccc12	14
Cc1ccc(Oc2ncccc2NC(=O)Nc2ccccc2)c2c1CCC2	9
CCc1ccc(C(=O)c2cncc(Br)c2)cc1	5
Cc1noc(C)c1S(=O)(=O)N(C)C[C@@H]1Oc2ccc(N(C)C)cc2CC(=O)N([C@H](C)CO)C[C@@H]1C	-3
CC(C)NC(=O)Nc1cccc2c1O[C@H](CN(C)Cc1ccccc1)[C@H](C)CN([C@@H](C)CO)C2=O	-8
O=C(NCCCn1ccnc1)c1csc2ccccc12	-16
O=C1C2=C(Nc3ccccc3S(=O)(=O)C2c2ccc(Cl)cc2)c2ccccc21 (stereo unspecified)	69
C[C@@H]1CN([C@@H](C)CO)C(=O)Cc2cc(NS(C)(=O)=O)ccc2O[C@@H]1CN(C)Cc1ccncc1	-5
C[C@@H]1CN([C@H](C)CO)C(=O)c2cccc(NC(=O)Nc3ccc(C(F)(F)F)cc3)c2O[C@@H]1CN(C)S(=O)(=O)c1cn(C)cn1	-2
CC(Sc1nc(-c2ccccc2)cc(C(F)(F)F)n1)C(=O)NCc1ccccc1 (stereo unspecified)	6
COc1ccc(Cl)c(Cn2c(NCc3ccco3)nc3c2c(=O)n(C)c(=O)n3C)c1	19
CSc1nc2ccccc2c(=O)n1C	9
Cc1noc(C)c1NC(=O)Nc1cccc2c1O[C@@H](CN(C)S(=O)(=O)c1ccccc1)[C@H](C)CN([C@@H](C)CO)C2=O	-2
CC(=O)Oc1c(-c2ccccc2)oc2c(CC=C(C)C)c3c(c(OC(C)=O)c2c1=O)C=CC(C)(C)O3	-9
O=C(CSc1nc(Nc2ccc3c(c2)OCO3)c2ccccc2n1)c1ccc(Cl)cc1	31
C[C@@H]1CN([C@H](C)CO)C(=O)c2cc(NC(=O)Nc3ccc(C(F)(F)F)cc3)ccc2O[C@@H]1CN(C)C(=O)Nc1ccc(C(F)(F)F)cc1	13
C=CCn1c(=S)sc2c(SCC(=O)N3CCc4ccccc43)ncnc21	-9
Cc1onc(-c2c(Cl)cccc2Cl)c1C(=O)N[C@@H]1C(=O)N2[C@@H]1SC(C)(C)[C@@H]2C(=O)O	3
CC1CCCCN1C(=S)Nc1ccc(S(=O)(=O)N2CCCCC2)cc1 (stereo unspecified)	16
CCCNC(=O)c1[nH]c2ccccc2c1Sc1ccc(Cl)cc1	-12
C[C@H]1CN([C@@H](C)CO)C(=O)CCCn2nncc2CO[C@H]1CN(C)C(=O)c1ccccc1	6
O=C(CC(C(=O)O)N1CCCCC1)Nc1ccccc1 (stereo unspecified)	-5
CNC[C@H]1Oc2ccc(NC(=O)NC3CCCCC3)cc2CC(=O)N([C@H](C)CO)C[C@H]1C	-10
C[C@@H]1CN([C@@H](C)CO)C(=O)c2cc(NS(=O)(=O)c3ccc(Cl)cc3)ccc2O[C@@H]1CN(C)S(C)(=O)=O	5
C[C@H](CO)N1C[C@H](C)[C@@H](CN(C)S(=O)(=O)c2cn(C)cn2)Oc2c(NC(=O)C3CC3)cccc2C1=O	-11
O=C(NO)c1ccc(C(=O)N/N=C/c2ccccn2)cc1	8
C[C@H](CO)N1C[C@H](C)[C@H](CN(C)C(=O)Nc2cccc3ccccc23)Oc2c(NC(=O)C3CCOCC3)cccc2C1=O	-6
COc1ccc(C(=O)Nc2ccc(Cl)cc2C(=O)NCCN2CCOCC2)cc1	12
COc1ccc(S(=O)(=O)N(C)C[C@@H]2OCCCC[C@@H](C)Oc3ccc(NC(=O)NC(C)C)cc3C(=O)N([C@H](C)CO)C[C@@H]2C)cc1	1
C[C@@H]1CN([C@@H](C)CO)C(=O)c2cccc(NC(=O)c3cnccn3)c2O[C@@H]1CN(C)Cc1ccc2c(c1)OCO2	0
N#CC1=C(N)Nc2onc(-c3cccc(O)c3)c2C1c1ccccc1 (stereo unspecified)	73
C[C@H]1CN([C@@H](C)CO)C(=O)Cc2cc(NC(=O)Nc3ccccc3)ccc2O[C@H]1CN(C)Cc1ccc(C(=O)Nc2ccccc2N)cc1	15
C[C@H](CO)N1C[C@H](C)[C@H](CN(C)C)Oc2ccc(NS(=O)(=O)c3ccccc3)cc2C1=O	-2
COC(=O)c1ccccc1NC(=O)c1ccc(Cl)c(S(=O)(=O)Nc2ccc(C)cc2C)c1	-4
Cc1cc(I)ccc1NC(=O)CN(c1ccc(Cl)c(Cl)c1)S(C)(=O)=O	-12
CC1(C)CC(=O)C(C=NCc2cccnc2)=C(O)C1	-11
COc1ccc(NC(=O)N(C)C[C@@H]2Oc3ccc(NC(=O)Cc4ccccc4)cc3C(=O)N([C@H](C)CO)C[C@H]2C)cc1	0
COc1ccc(NC(=O)N(C)C[C@@H]2Oc3ccc(NS(=O)(=O)c4ccc(Cl)cc4)cc3CC(=O)N([C@@H](C)CO)C[C@@H]2C)cc1	14
